# Source: PubChem (Sanford-Burnham Center for Chemical Genomics)
# CHOP UPR activ = apoptotic UPR (CHOP) activation. CHO-CHOP luciferase reporter, luminescence; percent of tunicamycin response over DMSO baseline. activation, % at 10 µM. 330,000 tested, 0.34% active. AID 449763;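 active means at 10 µM dose, activation of 40% or more, normalized to positive control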;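 further: 100% = tunicamycin at 10 µg/mL and 0% = DMSO alone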
#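 Dosing – one dose, 10 µM in 0.5% DMSO · System – CHO-CHOP cells, stable luciferase reporter of PERK-eIF2a-CHOP signalling · Input – 500 cells/well · Control set – tunicamycin 10 µg/mL final as positive, DMSO-only wells as negative · Timing – 6 h compound treatment, 37 °C · Measure – % activation vs tunicamycin · Technique – luminescence read with Steady-Glo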
# CXCR6 block = blocks human CXCR6 beta-arrestin recruitment. inhibition, % at 20 µM. O00574. CHO-K1 PathHunter CXCR6 beta-arrestin, luminescence. 360,000 tested, 0.36% active. AID 602244; in the data active means inhibition above about 34%, passing the limit was not always enough;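 further: antagonist mode with CXCL16 agonist at 10 nM final; 0% = 10 nM CXCL16 with DMSO and 100% = unstimulated wells without agonist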
# Target sequence (O00574 whole entry, looked up): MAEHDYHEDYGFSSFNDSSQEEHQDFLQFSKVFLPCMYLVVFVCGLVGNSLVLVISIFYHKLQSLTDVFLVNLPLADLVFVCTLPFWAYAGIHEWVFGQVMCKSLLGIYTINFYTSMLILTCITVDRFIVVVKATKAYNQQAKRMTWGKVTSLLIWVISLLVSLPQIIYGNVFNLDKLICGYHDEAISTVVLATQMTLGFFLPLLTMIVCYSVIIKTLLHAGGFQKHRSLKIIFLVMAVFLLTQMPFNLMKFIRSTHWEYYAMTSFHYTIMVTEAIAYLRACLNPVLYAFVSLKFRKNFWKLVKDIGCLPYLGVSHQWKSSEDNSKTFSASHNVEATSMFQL
# APJ agonist = agonists of human APJ apelin receptor; 330,000 tested, 0.11% active; activation, % at 20 µM; P35414; AID 2520; CHO-K1 APJ PathHunter beta-arrestin, luminescence; 0% DMSO wells, 100% apelin;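 active means activation more than six SD over the plate average, tested at 20 µM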;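 further: 0% = DMSO alone and 100% = apelin-13 at 10 nM; some results filed as inactive read as strong as hits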
# Target sequence (P35414 whole entry, looked up): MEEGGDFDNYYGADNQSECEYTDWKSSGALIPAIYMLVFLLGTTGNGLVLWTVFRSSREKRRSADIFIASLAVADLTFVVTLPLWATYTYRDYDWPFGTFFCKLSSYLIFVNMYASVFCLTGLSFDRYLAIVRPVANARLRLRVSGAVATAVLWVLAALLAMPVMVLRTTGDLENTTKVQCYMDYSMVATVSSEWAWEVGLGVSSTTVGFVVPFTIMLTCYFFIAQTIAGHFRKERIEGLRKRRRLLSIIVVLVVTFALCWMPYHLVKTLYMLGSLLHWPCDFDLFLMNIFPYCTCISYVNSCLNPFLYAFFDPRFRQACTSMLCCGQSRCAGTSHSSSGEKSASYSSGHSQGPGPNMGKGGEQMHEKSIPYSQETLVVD
#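 Material: CHO-K1 APJ beta-arrestin complementation cell line; Input: cell density 1000 per well; Incubation: compound stimulation 90 min at 25 °C, detection 60 min; Signal: luminescence from split beta-galactosidase complementation, Galacton Star/Emerald II substrate; Controls: DMSO-only wells as negative, 10 nM Apelin-13 as positive control.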
# Mdm2-MdmX inh = inhibitors of human Mdm2/MdmX interaction; inhibition, % at 8 µM; SaOS-2 split-luciferase Mdm2/MdmX complementation, luminescence; 330,000 tested, 3% active; AID 485346; O15151+Q00987;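 active means inhibition of at least 50% at 8 µM in the primary screen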
# tim23-1 inh = inhibits growth of tim23-1 mutant yeast; S. cerevisiae tim23-1 growth, BacTiter-Glo luminescence, 24 h; inhibition, % at 20 µM; 330,000 tested, 1.3% active; AID 463212;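 active means growth inhibition of the mutant yeast at or above 50%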;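 further: temperature-sensitive mutant grown at 25 °C; plate controls were DMSO-treated mutant yeast for no effect and medium wells lacking yeast for full effect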
# APJ antag = antagonists of human APJ apelin receptor. P35414. CHO-K1 APJ beta-arrestin complementation, luminescence. inhibition, % at 20 µM. 330,000 tested, 0.32% active. AID 2521;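 active means inhibition above about 40% at 20 µM, limit read from the data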;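 further: cells challenged with 10 nM apelin-13 agonist together with compound; plate controls were apelin-13 plus DMSO wells for no effect and DMSO wells lacking apelin-13 for full effect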
# tim10-1 inh = inhibits growth of tim10-1 mutant yeast | S. cerevisiae tim10-1 ts strain growth, BacTiter-Glo, 24 h | inhibition, % at 20 µM | 330,000 tested, 2.2% active;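 active means inhibition of at least 40%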;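 further: mutant grown at 25 °C; 0% = DMSO wells with yeast and 100% = wells holding no yeast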
# TIM10 inh = growth inhibitors of TIM10 yeast strain; S. cerevisiae TIM10 strain growth, BacTiter-Glo luminescence, 24 h; inhibition, % at 10 µM; 330,000 tested, 1.4% active; AID 463195;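 active means inhibition of 40% or more at the single tested concentration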;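 further: wild-type TIM10 isogenic control strain grown at permissive 25 °C; 0% = DMSO yeast wells and 100% = minimal medium wells without yeast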
# XBP1 UPR activ = activators of adaptive arm of unfolded protein response (XBP1). CHO-XBP1 luciferase reporter, IRE1-XBP1 UPR activation, luminescence; percent of tunicamycin response, DMSO as zero. activation, % at 20 µM. 330,000 tested, 0.33% active. AID 463104;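 active means versus positive control, 20 µM dose yields 30% or more activation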;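 further: 100% = tunicamycin at 10 µg/mL and 0% = DMSO only wells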
#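 Material: CHO-XBP1 cells stably carrying IRE1-XBP1-driven luciferase reporter / Amount: 1000 cells per well / Compound: 20 µM, 1% DMSO / Times: 6 h treatment, 37 °C / Detection: luciferase luminescence / Measure: % activation of reporter signal versus tunicamycin and DMSO controls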
# * marks the source's active call; other numbers are inactive results; . = no result given.
SMILES,CHOP UPR activ,CXCR6 block,APJ agonist,Mdm2-MdmX inh,tim23-1 inh,APJ antag,tim10-1 inh,TIM10 inh,XBP1 UPR activ
Cc1cc(F)ccc1S(=O)(=O)N1CCCCC1CCNC(=O)C(=O)NCc1ccccn1 (stereo unspecified),1.5,3,2,20,12,17,22,2,-2
Cc1ccc(C(C(=O)NC2CCCCC2)N(C(=O)c2csnn2)C2CC2)o1 (stereo unspecified),1.2,3,-2,8,8,-4,12,-13,0
CC(=O)C1=C(O)C(=O)N(c2ccc(C(=O)O)cc2)C1c1ccc([N+](=O)[O-])cc1 (stereo unspecified),0.7,-10,-2,-9,1,-14,-4,2,1
COc1ccc(-n2c(-c3ccco3)nc3c(cnn3-c3ccccc3C)c2=O)cc1,-1.2,-2,-2,14,16,-8,7,-6,0
Cc1ccc(C2(C)NC(=O)N(CC(=O)Nc3ccc4[nH]c(=O)[nH]c4c3)C2=O)cc1 (stereo unspecified),1.2,5,-2,-7,-20,-11,-12,-43,-1
C=CCn1c(C(CCCC)CC(O)COCCC)n[nH]c1=S (stereo unspecified),-2.1,3,-4,-15,3,4,15,13,0
Cc1cc(CN(C)C(=O)c2ccc3nc(Cc4ccccc4F)oc3c2)on1,8.0,0,-3,-44,17,22,15,4,-5
O=C(COc1ccc(-c2nnco2)cc1)Nc1ccc(F)c(Cl)c1,-0.4,-2,-3,-6,7,-2,-4,2,-4
CN1CCN(S(=O)(=O)c2cccc(C(=O)N3CCc4ccccc43)c2)CC1,-0.8,0,-1,3,13,1,13,16,-2
Cc1cc(C)c(S(=O)(=O)N2CCCC(C(=O)NCCC3=CCCCC3)C2)c(C)c1 (stereo unspecified),-1.8,5,0,-3,29,22,25,27,1
O=S(=O)(NC1CCCCC1NCc1ccco1)c1ccc(Cl)cc1 (stereo unspecified),1.5,0,-3,-6,13,10,16,25,-2
O=C(c1ccc2c(c1)OCO2)N(c1ccccc1)C1C=CS(=O)(=O)C1 (stereo unspecified),1.2,1,1,11,5,-4,21,14,-5
O=c1c2cnn(-c3ccccc3)c2ncn1Cc1ccco1,-0.8,-7,-2,13,20,0,25,6,-2
CNC(=O)c1ccc(NC(=O)C2CCN(c3ncnc4sc(C)c(C)c34)CC2)cc1,-0.2,0,-3,62*,-1,7,0,-4,-5
S=c1[nH]nc(CCc2nc3ccccc3[nH]2)n1-c1cccc(Cl)c1,-0.3,8,-2,-8,6,-19,-15,5,-3
CN(C)CCN1C(=O)C(O)=C(C(=O)c2cc3ccccc3o2)C1c1ccc(N(C)C)cc1 (stereo unspecified),-1.7,0,-3,-35,6,8,-4,2,-1
NCCCCCc1nnc(SCC(=O)c2ccc(Cl)cc2)o1,0.6,4,-4,-17,11,-13,7,-16,1
Cc1ccc(C(=O)NCC(=O)OC(C)C(=O)Nc2ccc(N(C)C)cc2)cc1C (stereo unspecified),1.3,3,1,-30,-1,2,10,16,-2
CC(=O)c1cccc(-n2c(CCC(=O)O)ccc2-c2ccccc2)c1,1.3,-1,0,18,12,14,17,4,-5
CCC(=O)N/C=C/n1cnc2cc(C(F)(F)F)ccc21,0.2,2,2,-7,13,4,9,1,0
CCn1c2ccccc2c2cc(NC(=O)COC(=O)c3cc(OC)c(OC)cc3OC)ccc21,2.0,0,0,9,0,2,14,14,2
COc1ccc(Nc2nnc(-c3ccc(C)cc3)c3ccccc23)cc1C(=O)N1CCCCC1,0.5,10,-3,36,10,-1,19,20,-5
CN1CCN(C(=O)c2ccc3c(Cl)c4c(nc3c2)CCCC4)CC1,0.8,-1,-3,19,-7,-29,-14,5,-2
O=C(Nc1ccn(Cc2ccccc2)n1)c1cccc(Cn2cc([N+](=O)[O-])cn2)c1,0.0,3,-2,15,31,9,18,14,-2
O=[N+]([O-])c1ccc(O)c(/C=N/n2c(-c3ccccc3)n[nH]c2=S)c1,1.5,13,-4,-3,34,22,19,-7,-4
CCC(=O)N(Cc1cc2cc(OC)ccc2[nH]c1=O)c1ccccc1C,0.1,9,0,7,15,20,24,-20,0
CCNC(=O)Nc1cc(S(=O)(=O)Nc2ccc(OC)cc2)ccc1N1CCOCC1,3.6,-2,-1,27,6,-3,-5,-2,-4
N#CCC(=O)N/N=C/c1cn(Cc2ccc3ccccc3c2)c2ccccc12,25,-7,0,68*,-36,-4,-3,-20,77*
CC(=O)Oc1c(C)cc(O)c2ccccc12,-1.5,.,5,23,20,-35,22,11,-3
CCN(CC)C(=O)C1CCCN(c2ncnc3c2cnn3-c2ccc(Cl)cc2)C1 (stereo unspecified),-6.9,5,-2,15,46,5,38,0,-5
CC1CCN(c2c([N+](=O)[O-])c(=O)n(-c3ccccc3)c3ccccc23)CC1,0.5,-2,-2,-14,8,8,15,9,1
O=C(N/N=C/c1ccco1)c1csc2c1CCCC2,5.2,4,1,27,23,8,5,15,3
O=C(Cn1nnc(-c2ccc(F)cc2)n1)N1CCCCC1,-0.6,5,0,3,1,-7,4,12,-2
Cn1c(C(=O)NCc2ccccc2)cc2oc3ccccc3c21,3.1,-9,1,88*,13,-13,1,1,2
O=C(Nc1cccnc1)c1cnc2ccccc2n1,2.6,1,-2,-15,-6,-5,-4,-7,0
O=C1N/C(=N\S(=O)(=O)Cc2ccccc2)S/C1=C/c1cccc([N+](=O)[O-])c1,-0.1,-8,-2,2,20,1,9,0,-2
CN(CCc1cnn(C)c1)C(=O)CCc1nnc(CCCc2ccccc2)o1,14,-1,-1,-10,5,5,7,-14,2
COc1ccc(C)cc1NC(=O)CSCc1ccccc1C,0.5,-3,1,23,25,-9,8,-4,-2
CC(=O)c1ccc(N2CCN(CC(O)c3ccccc3)CC2)cc1 (stereo unspecified),4.3,0,-1,29,8,30,5,-3,-4
O=C(O)c1cccc(N2C(=O)c3cccc4c(Cl)ccc(c34)C2=O)c1,-1.1,1,-1,0,13,0,-15,-4,-4
Cc1ccc(S(=O)(=O)N2CCOCC2)cc1C(=O)N1CCCC1,0.5,7,-1,-3,-3,12,-10,-2,-4
Cc1ccccc1NC(=O)C(Cl)=C(Cl)Cl,-0.9,0,-2,45,-1,-3,9,-7,2
C/C=C/C(=O)Nc1cccc(C(F)(F)F)c1,1.6,6,-2,1,15,2,13,13,-2
O=C(NCc1ccc(F)cc1)C(=O)NCC1OCCN1S(=O)(=O)c1cccs1 (stereo unspecified),2.5,-11,5,8,-23,1,-23,-21,5
OCC(O)C1OC(Nc2ccc(Br)cc2)C(O)C1O (stereo unspecified),1.1,-4,-3,6,6,-1,-3,1,-1
CC1(NC(=O)CCNC(=O)c2ccc(C(C)(C)C)cc2)CCS(=O)(=O)C1 (stereo unspecified),0.4,5,-1,-13,15,-4,14,1,0
COC(=O)c1sccc1NS(=O)(=O)c1ccccc1[N+](=O)[O-],1.7,-1,2,4,2,1,-6,2,-4
COCC(C)NC(=O)NC(=O)c1ccc(Cl)cc1 (stereo unspecified),-0.5,-3,2,2,17,-6,10,-1,1
CNC(=S)Nc1cc(OC)ccc1OC,0.2,-9,2,2,-1,3,-1,4,-3
CC(C)(C)NC(=O)C(OC(=O)Cn1nnc(-c2ccc(F)cc2)n1)c1ccncc1 (stereo unspecified),-2.5,-3,-7,5,-5,-1,6,4,-1
NC(=O)c1cc(S(=O)(=O)N2CCN(c3cccc(Cl)c3)CC2)cs1,0.0,-3,-1,10,-16,12,-4,-6,2
Nc1c(C(=O)c2ccccc2)sc(Nc2ccccc2)c1S(=O)(=O)c1ccccc1,0.7,20,-3,17,33,-12,29,10,4
CCn1cc(NC(=O)CCl)c(C)n1,0.7,.,-1,34,11,2,-15,8,6
C/C(=N\Nc1nnc(-c2ccccc2)c(-c2ccccc2)n1)c1cccc([N+](=O)[O-])c1,-1.1,0,-3,8,12,-13,21,21,0
COc1ccc(-n2cc(-c3ccccc3)nc2SC)cc1,3.7,-1,1,-115,47,20,37,37,4
CC1CCN(c2nc3ccccc3nc2C(C#N)C(=O)NC2CCCCC2)CC1 (stereo unspecified),-0.7,.,-4,9,-7,30,14,-1,-1

# An excerpt of these results, with tabs.
Compound	CHOP UPR activ	CXCR6 block	APJ agonist	Mdm2-MdmX inh	tim23-1 inh	APJ antag	tim10-1 inh	TIM10 inh	XBP1 UPR activ
Cc1ccccc1NC(=O)C(Cl)=C(Cl)Cl	-0.9	0	-2	45	-1	-3	9	-7	2
C/C=C/C(=O)Nc1cccc(C(F)(F)F)c1	1.6	6	-2	1	15	2	13	13	-2
O=C(NCc1ccc(F)cc1)C(=O)NCC1OCCN1S(=O)(=O)c1cccs1 (stereo unspecified)	2.5	-11	5	8	-23	1	-23	-21	5
OCC(O)C1OC(Nc2ccc(Br)cc2)C(O)C1O (stereo unspecified)	1.1	-4	-3	6	6	-1	-3	1	-1
CC1(NC(=O)CCNC(=O)c2ccc(C(C)(C)C)cc2)CCS(=O)(=O)C1 (stereo unspecified)	0.4	5	-1	-13	15	-4	14	1	0
COC(=O)c1sccc1NS(=O)(=O)c1ccccc1[N+](=O)[O-]	1.7	-1	2	4	2	1	-6	2	-4
COCC(C)NC(=O)NC(=O)c1ccc(Cl)cc1 (stereo unspecified)	-0.5	-3	2	2	17	-6	10	-1	1
CNC(=S)Nc1cc(OC)ccc1OC	0.2	-9	2	2	-1	3	-1	4	-3
CC(C)(C)NC(=O)C(OC(=O)Cn1nnc(-c2ccc(F)cc2)n1)c1ccncc1 (stereo unspecified)	-2.5	-3	-7	5	-5	-1	6	4	-1
NC(=O)c1cc(S(=O)(=O)N2CCN(c3cccc(Cl)c3)CC2)cs1	0.0	-3	-1	10	-16	12	-4	-6	2
Nc1c(C(=O)c2ccccc2)sc(Nc2ccccc2)c1S(=O)(=O)c1ccccc1	0.7	20	-3	17	33	-12	29	10	4
CCn1cc(NC(=O)CCl)c(C)n1	0.7	.	-1	34	11	2	-15	8	6
C/C(=N\Nc1nnc(-c2ccccc2)c(-c2ccccc2)n1)c1cccc([N+](=O)[O-])c1	-1.1	0	-3	8	12	-13	21	21	0

# Record cards, as listed above. Order of values: CHOP UPR activ, CXCR6 block, APJ agonist, Mdm2-MdmX inh, tim23-1 inh, APJ antag, tim10-1 inh, TIM10 inh, XBP1 UPR activ
# Shown for Nc1c(C(=O)c2ccccc2)sc(Nc2ccccc2)c1S(=O)(=O)c1ccccc1 → 0.7, 20, -3, 17, 33, -12, 29, 10, 4
# Shown for C/C(=N\Nc1nnc(-c2ccccc2)c(-c2ccccc2)n1)c1cccc([N+](=O)[O-])c1 → -1.1, 0, -3, 8, 12, -13, 21, 21, 0

# These rows are one share of the data; rates above refer to the full screens.
